uPA generation = qHTS for Inhibitors of Cell Surface uPA Generation; cell surface uPA generation assay, qHTS; Potency, µM (highest dose often 38.3 µM), for the others: top-dose activity change, negative = inhibition, actives largely listed as inhibitors; 330,000 compounds, 0.31% hits; AID 540303, 2011; active = well fitted inhibition curve with a large enough effect; inconclusive = small, poorly fitted or top-dose-only effect; inactive = no such curve, though single readings can be large or run the other way; tested in mouse RAW 264.7 cells; note: potency is the fitted concentration of half-maximal effect; % is set by controls: 0 for no effect and ±100 for the full control effect; nearly all actives have a fitted effect of over 55% in size
Chronic BCR inh = qHTS Assay to Find Inhibitors of Chronic Active B-Cell Receptor Signaling; 340,000 compounds, 0.05% hits; ABC-DLBCL IkBa-CBG/CBR reporter, luminescence ratio, 4 h; Potency, µM (titrated, usually from 46.1 µM), for inactives: at the top dose ratio change, negative = lower green/red ratio, most hits filed as inhibitors; AID 493014, 2011; active = well fitted inhibition curve with a large enough effect in the signal ratio, with a control signal flat, not every such curve was filed as active; inconclusive = small, poorly fitted or top-dose-only effect, or effect the other way, or a change in a side signal; the % refers to the signal ratio;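 note: potency is the fitted concentration of half-maximal effect; plate controls were basal doxycycline-induced cells for no effect and cells given 10 µM MG132 for full effect; MG132 reads +100%, hits lower the ratio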
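TMD8 human ABC-DLBCL cells with doxycycline-inducible IκBα–green luciferase fusion and unfused red luciferase, in 0.5% FBS medium; compounds up to 46 uM, 4 h at 37C. Green/red luminescence ratio, filter-overlap corrected, fitted to concentration-response curves.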
TSHR antagonist = Antagonists of the Thyroid Stimulating Hormone Receptor: HTS campaign. Thyrotropin receptor (Homo sapiens), P16473. TSHR-expressing cells, TSH-stimulated cAMP HTRF, 2 h; active compounds read low. activity change, negative = inhibition, % at 11.5 µM. 330,000 compounds, 0.2% hits;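 active = activity change below a set negative limit, meaning inhibition stronger than a set level, cut at about -70% in these data; inconclusive = activity change between two set negative limits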; note: % is set by controls: 0 for no effect and ±100 for the full control effect
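Inhibition of cAMP made by TSHR-expressing cells under TSH stimulation (4nM final, EC80; 2 h, 37 deg C) is quantified with a one-step lysis HTRF kit, anti-cAMP cryptate versus cAMP-d2.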
Eya2 inh = qHTS Assay for Inhibitors of the Phosphatase Activity of Eya2; Potency, µM (top dose mostly 76.9 µM), for inactives: top-dose activity, negative = inhibition, actives largely listed as inhibitors; 330,000 compounds, 0.006% hits; recombinant Eya2, OMFP fluorescence dephosphorylation (OMFP is methylfluorescein phosphate); AID 488837, 2010; note: potency is the fitted concentration of half-maximal effect; % is set by controls: 0 for no effect and ±100 for the full control effect
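Eya2 protein (added as 0.2 uM solution) was preincubated with compound for 10 min at ambient temperature in 50 mM HEPES pH 7.5, 50 mM NaCl, 5 uM MgCl2, 0.05% BSA, 1 mM DTT. OMFP (added at 50 uM) then reacted 10 min; fluorescence read at 485/525 nm.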
USP2a inh = qHTS Assay for Inhibitors of Ubiquitin-specific Protease USP2a Using CHOP2 as the Reporter | Potency, µM (doses to about 38.3 µM), without a hit: at the highest dose activity change, negative = inhibition, actives largely listed as inhibitors | AID 463254, 2010 | Ubiquitin carboxyl-terminal hydrolase 2 (Homo sapiens), O75604 | 330,000 compounds, 0.01% hits | USP2 core, Ub-CHOP2 coupled fluorogenic reporter, 485/531;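 note: potency is the fitted concentration of half-maximal effect; plate controls were DMSO wells for no effect and full inhibition by NEM control for full effect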
Target sequence (O75604 whole entry, looked up): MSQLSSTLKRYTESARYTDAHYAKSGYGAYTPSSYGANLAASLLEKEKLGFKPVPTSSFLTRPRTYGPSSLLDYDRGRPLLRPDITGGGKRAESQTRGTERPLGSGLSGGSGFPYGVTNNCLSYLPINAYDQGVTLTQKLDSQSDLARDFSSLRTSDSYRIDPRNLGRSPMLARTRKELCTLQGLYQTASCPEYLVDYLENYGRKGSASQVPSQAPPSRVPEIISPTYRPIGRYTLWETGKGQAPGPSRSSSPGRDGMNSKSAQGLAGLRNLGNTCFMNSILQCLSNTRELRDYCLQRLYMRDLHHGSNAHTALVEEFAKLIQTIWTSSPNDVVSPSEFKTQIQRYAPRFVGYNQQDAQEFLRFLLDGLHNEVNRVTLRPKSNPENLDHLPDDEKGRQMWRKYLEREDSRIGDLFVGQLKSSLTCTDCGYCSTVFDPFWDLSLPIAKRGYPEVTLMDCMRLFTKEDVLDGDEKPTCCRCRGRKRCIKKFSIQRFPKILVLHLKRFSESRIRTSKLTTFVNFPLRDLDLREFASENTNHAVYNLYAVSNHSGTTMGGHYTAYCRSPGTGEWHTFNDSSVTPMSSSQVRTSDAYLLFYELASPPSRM
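Deubiquitinase activity read as fluorescence (485/531 nm) after Ub-CHOP2 cleavage activates the enterokinase reporter on its substrate; USP2 core 10nM, Ub-CHOP2 and substrate 25nM each, 30min compound preincubation then 60min RT; data normalized to NEM, curves fitted.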
ELG1 repair inh = qHTS screen for small molecules that inhibit ELG1-dependent DNA repair in human embryonic kidney (HEK293T) cells expressing luciferase-tagged ELG1; HEK293T ELG1-luciferase reporter, luminescence, 16 h; DNA damage induced by 5-fluorouridine; Potency, µM (top dose mostly 46.1 µM), inactives show top-dose activity change, negative = inhibition, hits mostly inhibitors; 330,000 compounds, 2.3% hits; AID 504467, 2011; note: potency is the fitted concentration of half-maximal effect; % is set by controls: 0 for no effect and ±100 for the full control effect; nearly all actives have a fitted effect of over 55% in size
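5-Fluorouridine DNA damage + compound/DMSO, 2,000 cells/well, 16 h, 37 °C/5% CO2. ONE-Glo, 30 min RT, luminescence. Readout = decrease in reporter signal.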
Mito fusion yeast = qHTS Assay for Small Molecule Inhibitors of Mitochondrial Division or Activators of Mitochondrial Fusion; S. cerevisiae fusion-defective mutant growth rescue, CellTiterGlo 48 h; Potency, µM (series often up to 46.1 µM), without a hit: top-dose growth rescue (activation), most hits filed as activators; 320,000 compounds, 0.23% hits; AID 485298, 2010;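 note: potency is the fitted concentration of half-maximal effect; % of control where 0% means no effect; nearly all actives have a fitted effect of over 45% in size; temperature-sensitive fusion mutants such as fzo1-1 at 37 °C on non-fermentable ethanol glycerol medium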
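Luminescent cell viability in 1536-well qHTS format served as the measure of rescued growth in ts fusion-mutant S. cerevisiae cultured on non-fermentable YPEG for 48 hours at 37C.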
TSG101-PTAP inh = qHTS Assay for Iinhibitors of HIV-1 Budding by Blocking the Interaction of PTAP/TSG101; Tumor susceptibility gene 101 protein (Homo sapiens), Q99816; Fluorescence polarization, FITC-PTAP peptide / Tsg101 binding; Potency, µM (doses to about 115 µM), for the others: at the highest dose activity change, negative = inhibition, usual class: inhibitors; 340,000 tested, under 10 active; active = well fitted inhibition curve with a large enough effect in the main read-out, with a control signal flat, not every such curve was filed as active; inconclusive = small, poorly fitted or top-dose-only effect, or effect the other way, or a change in a side signal; inactive = no such curve, though single readings can be large or run the other way; note: potency is the fitted concentration of half-maximal effect; % of control where 0% means no effect
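Tsg101 binding domain (10 uM final) was mixed with compound and a FITC-labeled PTAP peptide (50 nM final) in HEPES pH 7.5 buffer with NaCl, Tween 20, EDTA and TCEP; fluorescence polarization was read after 20 min at r.t.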
TCR activator = Activators of T cell receptors: qHTS campaign; Potency, µM (doses to about 9.22 µM), for the others: at the top dose activation of IL-2 secretion, hits mostly activators; 330,000 tested, under 10 active; primary human leukocytes, anti-CD3, IL-2 HTRF, 48 h; AID 504894, 2011; note: % of control where 0% means no effect
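TCR engagement came from a-CD3 beads alone, with compounds added to primary human leukocytes for 48 hr. Secreted IL-2 bridged europium cryptate- and d2-labelled anti-IL-2 antibodies, giving FRET emission at 665nm after 320nm excitation.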
Tb PFK block = qHTS Assay to Find Inhibitors of T. brucei phosphofructokinase | T. brucei PFK, ADP-Glo luminescence | Potency, µM (titrated, usually from 57.5 µM), without a hit: top-dose activity, negative = inhibition, actives largely listed as inhibitors | 330,000 compounds, 0.17% hits | AID 485367, 2010;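 note: potency is the fitted concentration of half-maximal effect; 0% = uninhibited 1x PFK enzyme wells and -100% = no-enzyme wells; nearly all actives have a fitted effect of over 60% in size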
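PFK 1.25 nM, F6P 0.5 mM, ATP 0.1 mM, 0.1 M TEA pH 8.0, 5 mM MgCl2, 0.01% Tween20, 0.1% BSA; 45 min RT. ADP-Glo readout. qHTS titration up to 57 uM; curves fitted, compounds curve-classed.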
B2AR arrestin = qHTS assay of beta-arrestin-biased ligands of beta2-adrenergic receptor | Beta-2 adrenergic receptor (Homo sapiens), P07550 | beta-arrestin recruitment to beta2AR, cell-based reporter | Potency, µM (doses to about 46.1 µM), for the others: at the top dose activation, hits mostly activators | 330,000 compounds, 0.02% hits | AID 492947, 2010;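 note: potency is the fitted concentration of half-maximal effect; 0% = DMSO controls and full agonism = EC100 isoproterenol or metaproterenol; nearly all actives have a fitted effect of over 65% in size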
Target sequence (P07550 whole entry, looked up): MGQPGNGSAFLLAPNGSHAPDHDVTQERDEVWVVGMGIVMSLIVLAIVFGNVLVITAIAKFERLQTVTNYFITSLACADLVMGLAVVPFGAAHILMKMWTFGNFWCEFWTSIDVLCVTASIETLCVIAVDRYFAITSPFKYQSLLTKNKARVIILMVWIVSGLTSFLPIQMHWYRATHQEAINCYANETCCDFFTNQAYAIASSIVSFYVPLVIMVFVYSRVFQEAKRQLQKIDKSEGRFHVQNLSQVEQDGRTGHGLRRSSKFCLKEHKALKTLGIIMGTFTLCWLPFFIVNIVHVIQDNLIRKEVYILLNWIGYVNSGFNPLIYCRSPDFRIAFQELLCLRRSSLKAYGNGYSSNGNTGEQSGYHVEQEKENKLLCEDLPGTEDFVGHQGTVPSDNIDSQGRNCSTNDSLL
Starred values were filed as active, the others as inactive; u = inconclusive; x = not tested or not shown; [ ] = dose if it differs, or a comment. Unless noted, calls come from the whole dose curve; as a rule, active = well fitted curve in the direction sought with a large enough effect; inconclusive = small, poorly fitted or top-dose-only effect, or another doubt; inactive = no such curve, though single readings can be large; an effect the other way counts as inactive or inconclusive.

SMILES	uPA generation	Chronic BCR inh	TSHR antagonist	Eya2 inh	USP2a inh	ELG1 repair inh	Mito fusion yeast	TSG101-PTAP inh	TCR activator	Tb PFK block	B2AR arrestin
Cc1nnc(NC(=O)Cn2nc(C)c3ccccc3c2=O)s1	-1.5%	3.0%	-6.7	8.1%	-1.5%	6.6%	2.8%	-3.0%	9.1%	3.3%	-0.3%
Cc1cnc(NC(=O)CSc2nnc(-c3ccccc3)n2Cc2ccccc2)s1	0.8%	20.3%	-13.7	0.7%	1.0%	u	0.2%	-5.6%	-3.6%[46.1 µM]	-6.7%	-0.4%
CCOC(=O)C1(CCCc2ccccc2)CCN(C(=O)CCC2=NNC(=O)CC2)CC1	7.9%	6.7%	16.1	-14.5%	-4.3%	-17.6%	19.2%	-0.6%	3.4%	8.5%	2.5%
CCN(CC)CC(=O)Nc1sc(C)cc1C(=O)c1ccccc1	-4.1%	1.6%	-8.2	-7.5%	0.0%	-2.3%	9.0%	-3.2%	0.4%	-0.2%	0.2%
CCOc1cccc(C(=O)Nc2ccc(NC(=O)c3cc4ccccc4o3)c(OC)c2)c1	1.7%	2.0%	-3.3	-7.7%	-0.3%	0.6%	2.7%	-0.3%	-3.9%	2.3%	-0.3%
Cc1cc(C)c(C(=O)N2CCCC(N3CCN(c4cccc(C(F)(F)F)c4)CC3)C2)o1 (stereo unspecified)	-9.9%	u	-8.2	-29.0%	-0.4%	u	24.5%	1.6%	1.8%	3.2%	0.5%
Cc1sc2ncn(CC(=O)N3CCC(C(N)=O)CC3)c(=O)c2c1S(=O)(=O)N1CCOCC1	4.1%	-2.2%	0.3	-1.7%	-0.6%	5.2%	-7.2%	-2.2%	-2.7%	2.6%	-0.4%
O=C(CNS(=O)(=O)c1ccccc1)NCc1ccccn1	12.0%	u	9.9	6.2%	0.5%	5.0%	-5.7%	-7.5%	x	-10.4%	0.4%
Cc1c(NC(=S)NC(=O)C(C)(C)C)c(=O)n(-c2ccccc2)n1C	-0.5%	0.1%	2.1	-6.9%	1.1%	16.7%	-3.3%	-1.1%	-0.8%[46.1 µM]	1.9%	0.5%
Cc1oc(-c2ccccc2F)nc1CN1CCC(C(=O)NCCC2=CCCCC2)CC1	-0.1%	5.2%	-5.0	-0.2%	5.2%	-1.3%	-5.1%	-4.9%	4.1%	-2.4%	0.3%
COc1ccc(CCNC(=O)c2n[nH]c(=O)c3ccccc23)cc1	7.8%	6.2%	1.3	23.7%	-0.2%	4.2%	-1.1%	2.4%	-3.0%	3.1%[0.46 µM]	-0.1%
Cc1cc(C)cc(N(CC(=O)NC2CCCCCC2)S(=O)(=O)c2c(C)[nH]c(=O)[nH]c2=O)c1	5.5%	5.7%	-6.6	-3.4%	0.7%	-3.2%	-1.6%	-2.1%	-2.9%	0.1%	0.1%
CCCN1C(=O)/C(=C2/C=Cc3ccccc3N2CC)SC1=S	0.7%	u	3.9	10.1%	-1.8%	-0.9%	4.8%	-4.7%	1.4%	-1.7%	-0.1%
CCOc1ccccc1NS(=O)(=O)c1cccs1	0.1%	u	-15.4	-0.6%	0.8%	-9.1%	3.8%	-3.6%	-20.1%	-10.1%	0.4%
COc1ccc(C(=O)ON=C2CCN(c3ccc([N+](=O)[O-])cc3)CC2)cc1	x	-7.8%	-12.5	0.7%	-7.7%	-13.1%	18.7%	-7.9%	-5.6%	3.5%	-0.1%
O=C(CN1C(=O)CCC1=O)Nc1ccc(Br)cc1	0.4%	u	8.7	15.1%	2.5%	-8.6%	2.4%	-7.9%	-4.8%	5.2%	0.0%
CC(=O)Nc1nc2ccc(S(=O)(=O)N3CCCC3)cc2s1	-1.1%	-12.7%	6.5	-9.8%	1.4%	-13.0%	-0.4%	-4.1%	2.5%	-0.6%	-0.5%
COCCNCC#CCOc1ccc(OC)cc1	6.8%	-1.0%	0.6	-11.4%	3.3%	-2.4%	0.6%	-5.5%	-5.2%	-2.5%	0.0%
CCOCCn1c(CN2CCc3ccccc3C2)nc2c1c(=O)n(C)c(=O)n2C	-1.9%	u	-10.9	-1.7%	1.0%	u	3.8%	-7.1%	-3.3%	1.2%	-1.1%
Cc1nc(Cl)sc1C(=O)Nc1cccc2ccccc12	-7.5%	-12.2%	-3.6	-0.1%	2.1%	-9.2%	13.3%	0.4%	0.6%[46.1 µM]	-3.7%	-0.3%
Cc1ccc(NC(=O)Nc2cc(-c3ccccc3)nn2C)cc1Cl	17.6%	8.2%	-10.3	-5.6%	0.4%	-5.6%	-0.9%	-0.8%	14.9%	-5.9%	-0.3%
CC(Oc1ccccc1)C(=O)N1CCN(c2ccc(N3CCCCC3)nn2)CC1 (stereo unspecified)	u	-0.5%	-3.9	6.4%	-0.1%	13.7%	1.8%	-2.1%	-1.2%	0.3%	-0.1%
NS(=O)(=O)c1ccc(-c2ccc(/C=N/Nc3ccc(C(=O)O)cc3)o2)cc1	0.5%	u	0.3	10.8%	-5.3%	u	-1.3%	1.0%	1.7%	9.2%	0.3%
Cc1ccnc2nc(C(=O)OCC(=O)N(CC(C)C)CC(C)C)nn12	-3.5%	2.5%	-3.7	-10.3%	1.8%	6.8%	-0.9%	-5.7%	-3.8%	-9.1%	0.0%
O=C(CC1CC2CCC1C2)N1CCN(S(=O)(=O)c2ccccc2[N+](=O)[O-])CC1 (stereo unspecified)	-3.8%	u	-3.8	-20.8%	-0.2%	-26.6%	0.9%	0.7%	x	-1.1%	0.0%
CCN1CCN(C(=O)C(C)Oc2ccc(S(=O)(=O)N3CCCC3)cc2C(N)=O)CC1 (stereo unspecified)	11.9%	u	2.2	3.9%	1.1%	u	-1.1%	0.8%	-0.1%	-6.9%	0.1%
CCOc1ccccc1C(=O)Nn1c(C2CCC2)nc2ccccc2c1=O	-10.8%	-2.1%	1.0	10.2%	0.5%	u	4.5%	-6.9%	x	-2.7%	-0.9%
Nc1nonc1-n1nnc(C(=O)N/N=C/c2ccoc2)c1CSc1ccccc1	-1.1%	4.7%	-6.4	-2.3%	2.8%	5.1%	5.0%	3.4%	-6.1%	0.3%	0.3%
CCOC(=O)C1=C(N)N(c2cc(S(=O)(=O)N3CCOCC3)ccc2Cl)C(=O)C1	-1.2%	-2.1%	2.4	7.6%	1.0%	-10.9%	7.8%	-5.3%	0.4%	-3.3%	0.3%
CCc1ccc(OCC(=O)NC(=S)Nc2ccc(F)cc2)c(Br)c1	4.4%	4.6%	-8.8	5.2%	2.6%	u	-1.8%	-6.0%	-2.0%	0.2%	-0.1%
CCN(CC)C(=O)C(=O)c1cn(CC(=O)NCc2ccc3c(c2)OCO3)c2ccccc12	0.3%	-0.4%	-5.6	12.6%	2.6%	-10.4%	-1.9%	-3.3%	5.3%	4.5%	0.4%
COC(=O)C(C)Sc1ncnc2c1c(-c1ccccc1)cn2-c1ccc(OC)cc1 (stereo unspecified)	-1.3%	12.3%	-13.3	11.3%	1.8%	-6.5%	16.1%	-3.1%	2.7%[46.1 µM]	-0.2%	-0.2%
CC1CCc2cc(F)ccc2N1C(=O)c1ccncc1 (stereo unspecified)	2.5%	1.6%	-3.8	4.3%	-1.3%	2.6%	-5.5%	1.5%	6.5%[46.1 µM]	0.0%	0.0%
CCC(C)NC(=O)c1ccccc1NC(=O)CN1C(=O)c2ccccc2S1(=O)=O (stereo unspecified)	6.8%	6.8%	27.2	-22.1%	-0.1%	14.4%	0.8%	-1.4%	3.0%	-8.2%	-0.3%

Bioassay records (PubChem BioAssay)
